Screens deposited in PubChem BioAssay by National Center for Advancing Translational Sciences (NCATS).
FBPA coupling cs: counter-screen for Giardia aldolase inhibitors: coupling enzyme system. coupling enzyme system counterscreen, AmpLite Red fluorescence. activity change, negative = inhibition, % at 58.2 µM, hits read low. hit rate 0.67% among 290,000; in the data active = activity change below about -30%; note: % is set by controls: 0 for no effect and ±100 for the full control effect
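Fluorescence at 525 nm excitation and 598 nm emission measured inhibition of the coupled detection system without aldolase. Compounds (at 57.5 uM final) were preincubated 10 min at room temperature with coupling enzyme reagent before a 20 min substrate/AmpLite Red step.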
KCNH2 WT inh: KCNH2 (human, wildtype) channel inhibition; U2OS, BacMam KCNH2, thallium flux FluxOr; active compounds read low; AID 720551; activity change, % at 1.84 µM; hit rate 0.37% among 340,000;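 active = maximum activity change below -70%; inconclusive = maximum activity change between -70% and -50%; inactive = maximum activity change above -50%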; note: % is set by controls: 0 for no effect and ±100 for the full control effect
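U2OS cells were transduced with wild-type KCNH2 virus (2.03 x 10^8 / mL) for 4 h at room temperature, then cultured overnight at 37 C. Thallium flux was read with FluxOr dye. Rate constants were normalized to DMSO controls.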
GALK inh: blocks human galactokinase activity; Purified GALK, Kinase-Glo residual ATP luminescence; AID 1868; P51570; hit rate 0.007% among 270,000; Potency, µM (top dose mostly 57.5 µM), for inactives: at the top dose activity change, negative = inhibition, most hits filed as inhibitors; note: potency is the fitted concentration of half-maximal effect; % is set by controls: 0 for no effect and ±100 for the full control effect
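Human GALK (5 nM) with 35 uM ATP and 100 uM galactose in 20 mM HEPES pH 8.0, 5 mM MgCl2, 60 mM NaCl, 1 mM DTT, 0.01% BSA. After 1 h at room temperature, leftover ATP was read by Kinase-Glo Plus luminescence.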
MLL CXXC-DNA inh: blocks binding of human MLL CXXC domain to DNA | Q03164 | MLL-CXXC / FITC-HOXA9 DNA fluorescence polarization | Potency, µM (top dose mostly 115 µM), inactives show top-dose activity change, negative = inhibition, hits mostly inhibitors | hit rate 0.037% among 290,000 | AID 2662; active = well fitted inhibition curve with a large enough effect in the polarisation, with a control signal flat, not every such curve was filed as active; inconclusive = small, poorly fitted or top-dose-only effect, or effect the other way, or a change in a side signal; inactive = no such curve, though single readings can be large or run the other way; the % refers to the polarisation; note: potency is the fitted concentration of half-maximal effect
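Fluorescence polarization: 7 uM MLL-CXXC (stock) preincubated 5 min with compounds, then 50 nM fluorescein-HOX-A9 DNA (stock) added; 30 min ambient. Buffer 50 mM Tris-HCl pH 7.5, 50 mM NaCl, 1 mM DTT, 0.05% BSA.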
Giardia kill: Giardia lamblia killing. Giardia lamblia trophozoite viability. hit rate 0.15% among 340,000. activity change, % at 7.66 µM, hits read low; in the data active = activity change below about -80%; inconclusive = between about -30% and that limit;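 note: parasites exposed to compound for two days anaerobically before the ATP read; % is set by controls: 0 for no effect and ±100 for the full control effect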
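ATP-content bioluminescence gauges trophozoite survival. Cells (100/well) receive compound and incubate anaerobically for 48 hrs at 37 deg C; detection reagent follows for 15-30 min at room temperature.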
BCR signal inh: inhibitors of chronic active B-cell receptor signaling; ABC-DLBCL IkBa-CBG/CBR reporter, luminescence ratio, 4 h; Potency, µM (doses to about 46.1 µM), for inactives: top-dose ratio change, negative = lower green/red ratio, actives largely listed as inhibitors; hit rate 0.05% among 340,000; AID 493014; active = well fitted inhibition curve with a large enough effect in the signal ratio, with a control signal flat, not every such curve was filed as active; inconclusive = small, poorly fitted or top-dose-only effect, or effect the other way, or a change in a side signal; the % refers to the signal ratio;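 note: potency is the fitted concentration of half-maximal effect; plate controls were basal doxycycline-induced cells for no effect and cells given 10 µM MG132 for full effect; MG132 reads +100%, hits lower the ratio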
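TMD8 human ABC-DLBCL cells with doxycycline-inducible IκBα–green luciferase fusion and unfused red luciferase, in 0.5% FBS medium; compounds up to 46 uM, 4 h at 37C. Green/red luminescence ratio, filter-overlap corrected, fitted to concentration-response curves.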
TCR activator: activates T cell receptor signaling | AID 504894 | Potency, µM (series often up to 9.22 µM), without a hit: top-dose activation of IL-2 secretion, hits mostly activators | 330,000 tested, under 10 active | primary human leukocytes, anti-CD3, IL-2 HTRF, 48 h; note: % of control where 0% means no effect
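Primary human leukocytes incubated 48 hr with anti-CD3 beads plus compound, without co-stimulation. Secreted IL-2 measured by HTRF (europium cryptate/d2 anti-IL-2 pair, 320 nm excitation, 665 nm emission).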
TSHR antag: antagonists of human thyroid stimulating hormone receptor; P16473; TSHR-expressing cells, TSH-stimulated cAMP HTRF, 2 h; active compounds read low; activity change, negative = inhibition, % at 11.5 µM; hit rate 0.2% among 330,000; AID 504810;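 active = activity change below a set negative limit, meaning inhibition stronger than a set level, cut at about -70% in these data; inconclusive = activity change between two set negative limits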; note: % is set by controls: 0 for no effect and ±100 for the full control effect
Target sequence (P16473 whole entry, looked up): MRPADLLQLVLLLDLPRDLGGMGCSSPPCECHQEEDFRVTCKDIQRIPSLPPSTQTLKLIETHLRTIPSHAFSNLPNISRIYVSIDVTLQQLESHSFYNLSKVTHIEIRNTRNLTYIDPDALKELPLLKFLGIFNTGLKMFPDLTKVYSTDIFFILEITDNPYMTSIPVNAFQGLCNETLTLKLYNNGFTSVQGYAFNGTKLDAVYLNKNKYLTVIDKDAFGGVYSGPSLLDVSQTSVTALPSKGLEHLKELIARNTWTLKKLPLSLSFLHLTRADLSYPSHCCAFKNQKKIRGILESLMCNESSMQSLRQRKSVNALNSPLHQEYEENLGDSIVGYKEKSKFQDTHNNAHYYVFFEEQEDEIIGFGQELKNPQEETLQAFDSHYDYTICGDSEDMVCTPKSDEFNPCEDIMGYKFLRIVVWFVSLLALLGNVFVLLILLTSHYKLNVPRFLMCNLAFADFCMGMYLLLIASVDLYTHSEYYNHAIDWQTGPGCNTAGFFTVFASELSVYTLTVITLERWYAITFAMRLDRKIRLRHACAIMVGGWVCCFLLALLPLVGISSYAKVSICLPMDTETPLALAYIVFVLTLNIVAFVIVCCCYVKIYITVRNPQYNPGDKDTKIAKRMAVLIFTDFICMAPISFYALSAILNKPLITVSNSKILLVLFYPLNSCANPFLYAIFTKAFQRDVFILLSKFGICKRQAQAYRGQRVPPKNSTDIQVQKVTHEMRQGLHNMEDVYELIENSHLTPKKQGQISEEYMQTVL
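Inhibition of cAMP made by TSHR-expressing cells under TSH stimulation (4nM final, EC80; 2 h, 37 deg C) is quantified with a one-step lysis HTRF kit, anti-cAMP cryptate versus cAMP-d2.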
A-T KAP1 phos: potential ataxia-telangiectasia treatments restoring KAP-1 phosphorylation; […] A-T fibroblasts, KAP-1 phosphorylation AlphaLISA; neocarzinostatin DNA damage 30 min before lysis; Potency, µM (titrated, usually from 57.5 µM), for the others: top-dose activation, actives largely listed as activators; hit rate 0.19% among 320,000; AID 485349; note: potency is the fitted concentration of half-maximal effect; % of control where 0% means no effect; nearly all actives have a fitted effect of over 45% in size
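hTERT-immortalized A-T patient fibroblasts ([…]), 500 cells/well in OPTI-MEM, 1% FBS, got compounds for 60 min, then NCS for 30 min at 37C. Lysates were then assayed for phospho-KAP-1 by AlphaLISA (anti-pKAP1 donor, anti-KAP1 acceptor beads), 6 hr at 25C.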
Tb PFK block: T. brucei PFK enzyme inhibition. O15648. T. brucei PFK, ADP-Glo luminescence. Potency, µM (titrated, usually from 57.5 µM), for the others: top-dose activity, negative = inhibition, hits mostly inhibitors. hit rate 0.17% among 330,000. AID 485367;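 note: potency is the fitted concentration of half-maximal effect; 0% = uninhibited 1x PFK enzyme wells and -100% = no-enzyme wells; nearly all actives have a fitted effect of over 60% in size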
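Luminescent ADP detection (ADP-Glo, two-step: ATP depletion then ADP-to-ATP conversion for luciferase) reported PFK activity after 45 min room-temperature reaction of 1.25 nM enzyme with 0.5 mM F6P and 0.1 mM ATP at pH 8.0.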
The depositor's hits bear a star; ? = inconclusive; nt = not tested or not shown; [ ] = remark or other dose. Unless noted, calls come from the whole dose curve; as a rule, active = well fitted curve in the direction sought with a large enough effect; inconclusive = small, poorly fitted or top-dose-only effect, or another doubt; inactive = no such curve, though single readings can be large; an effect the other way counts as inactive or inconclusive. Rows are unselected; about 1.6% have a hit in one of these screens.

no.	structure	FBPA coupling cs	KCNH2 WT inh	GALK inh	MLL CXXC-DNA inh	Giardia kill
1	COc1ccc(Br)cc1C(C[N+](=O)[O-])c1c(N)n(C)c(=O)n(C)c1=O (stereo not drawn)	1	-21	2%	0%	-2
2	COc1ccc(NC(=O)C(CC(=O)O)Cc2ccc(C)cc2)cc1 (stereo not drawn)	2	-4	4%	-9%	-12
3	Cc1ccc(C)c2[nH]c(=O)c(CCNC(=O)c3ccc(S(=O)(=O)N(C)C)cc3)cc12	3	16	-1%	-1%	33[activator]
4	CC(=O)N1CCN(c2ccc(NC(=O)c3ccc(F)cc3)cc2)CC1	-1	4	3%	-1%	0
5	Cc1ccc(/C=N/N2CCN(C3c4ccccc4-c4ccccc43)CC2)s1	-1	-3	-2%	-1%	-2
6	O=C(COC(=O)C1=COCCO1)Nc1ccc(Cl)cn1	nt	-1	nt	nt	1
7	Cc1ccc(C(=O)N2CCN(Cc3nc4sc5c(c4c(=O)[nH]3)CCCC5)CC2)cc1	0	2	0%	9%	1
8	CCOC(=O)C1CCCN(S(=O)(=O)c2cc(Br)cc3c2N(C(=O)C2CC2)CC3)C1 (stereo not drawn)	5	3	0%	2%	2

no.	BCR signal inh	TCR activator	TSHR antag	A-T KAP1 phos	Tb PFK block
1	?	7%	25	27%	2%
2	3%	4%	4	13%	-1%
3	0%	0%	2	-1%	-4%
4	0%	nt	6	0%	3%
5	-8%	2%[46.1 µM]	-5	1%	-6%
6	-6%	-4%	nt	2%	4%
7	2%	-2%	29	1%	0%
8	-1%	-5%	-4	4%	2%

(further entries)
no.	structure	FBPA coupling cs	KCNH2 WT inh	GALK inh	MLL CXXC-DNA inh	Giardia kill
9	Cc1c(C2(O)CCCCC2)[nH]c2ncccc12	nt	1	nt	nt	9
10	CC(=O)Nc1cccc(N(C(=O)C2COc3ccccc3O2)C(C(=O)NC2CCCCC2)c2cn(C)nc2C)c1 (stereo not drawn)	-1	-12	1%	-4%	-3
11	Cc1ccccc1OCC(=O)Nc1nnc(C2CC2)s1	nt	-3	nt	nt	12
12	CCOC(=O)C1CCCN(c2c(NCCCN(CC)c3ccccc3)c(=O)c2=O)C1 (stereo not drawn)	0	-3	-2%	-5%	14
13	Cc1onc(-c2ccccc2)c1C(=O)Nc1ccc(S(=O)(=O)NC2=NCCCCC2)cc1	-1	14	-1%	-2%	-10
14	COc1ccc(C2c3ccc(O)cc3Oc3ncn(CCN4CCOCC4)c(=N)c32)cc1 (stereo not drawn)	1	11	3%	-9%	-1
15	O=C1CC(c2ccccc2)CCc2sccc2N1 (stereo not drawn)	5	4	2%	-3%	0
16	COc1ccc(C(=O)NNC(=O)c2cc(C)nc3ccccc23)cc1	nt	-2	nt	nt	5

no.	BCR signal inh	TCR activator	TSHR antag	A-T KAP1 phos	Tb PFK block
9	-3%	-3%	-4	-3%	4%
10	17%	-1%	-21	0%	5%
11	-6%	-11%	12	7%	8%
12	7%	9%	-6	-2%	1%
13	4%	2%	0	0%	6%
14	?	6%	-10	-9%	-1%
15	6%	3%	-12	nt	2%
16	-1%	0%	3	2%	-9%

Next part.
no.	structure	FBPA coupling cs	KCNH2 WT inh	GALK inh	MLL CXXC-DNA inh	Giardia kill
17	Cc1ccn2c(=O)nc(SCC(=O)OCc3ccccc3)nc2c1	nt	2	nt	nt	-29
18	NS(=O)(=O)c1ccc(NC(=O)COC(=O)CC2Sc3ccccc3NC2=O)cc1 (stereo not drawn)	nt	0	nt	nt	20
19	O=S(=O)(N/N=C/c1ccccc1OCc1ccc(Cl)cc1)c1ccccc1	0	6	2%	12%	14
20	O=c1cc(-c2ccco2)nc(-c2cccs2)o1	-1	-4	-3%	-7%	1
21	Clc1ncccc1-c1nc2ccccc2n1Cc1ccccc1	-2	0	nt	-1%	0
22	COC(=O)c1ccccc1S(=O)c1snnc1C (stereo not drawn)	5	-5	-1%	6%	-3
23	COc1cc(OC)cc(C(=O)NCC(=O)OCc2ccc(Cl)c(Cl)c2)c1	nt	1	nt	nt	-18
24	Cc1ccsc1CCNC(=O)C1CCC(=O)N(CCc2cccc(F)c2)C1 (stereo not drawn)	nt	2	4%	2%	-23

no.	BCR signal inh	TCR activator	TSHR antag	A-T KAP1 phos	Tb PFK block
17	?	2%	-7	-14%	-25%
18	0%	0%	1	-4%	-3%
19	?	-2%[46.1 µM]	-2	2%	1%
20	2%	3%	-8	-1%	0%
21	5%	6%	-1	1%	-1%
22	?	1%	3	-1%	0%
23	-7%	0%	-13	6%	-25%
24	-1%	-2%	7	-6%	0%

The list goes on; it opens with the three that closed the last part.
no.	structure	FBPA coupling cs	KCNH2 WT inh	GALK inh	MLL CXXC-DNA inh	Giardia kill
22	COC(=O)c1ccccc1S(=O)c1snnc1C (stereo not drawn)	5	-5	-1%	6%	-3
23	COc1cc(OC)cc(C(=O)NCC(=O)OCc2ccc(Cl)c(Cl)c2)c1	nt	1	nt	nt	-18
24	Cc1ccsc1CCNC(=O)C1CCC(=O)N(CCc2cccc(F)c2)C1 (stereo not drawn)	nt	2	4%	2%	-23
25	CCc1nnc(NC(=O)c2sc3nc4c(cc3c2N)CCCCCC4)s1	6	-12	-2%	-10%	9
26	O=C(NCCc1ccccc1Cl)C1CCC(=O)N(CC2CCCCC2)C1 (stereo not drawn)	1	-2	7%	15%	-7
27	CCC1CCc2sc(C(=O)OCC(=O)N(CCOC)c3c(N)n(Cc4ccccc4)c(=O)[nH]c3=O)cc2C1 (stereo not drawn)	nt	1	nt	nt	-8
28	CCn1c(N2CCN(Cc3ccc([N+](=O)[O-])cc3)CC2)nc2ccccc21	-8	-87*	6%	-14%	6
29	CCN(C(=O)COC(=O)C1=COCCO1)c1ccccc1	nt	14	nt	nt	11
30	OC(COc1ccc(Cl)cc1)CN1CCC(Cc2ccccc2)CC1 (stereo not drawn)	nt	-93*	4%	-9%	6
31	Cc1cc(C)c2nc(C(F)(F)F)nc(NCCCN3CCCC3=O)c2c1	1	-2	0%	12%	-8
32	O=C(CNc1ccccc1F)N/N=C/C1CC=CCC1 (stereo not drawn)	7	-5	7%	17%	-9

no.	BCR signal inh	TCR activator	TSHR antag	A-T KAP1 phos	Tb PFK block
22	?	1%	3	-1%	0%
23	-7%	0%	-13	6%	-25%
24	-1%	-2%	7	-6%	0%
25	24%	-4%[46.1 µM]	19	15%	0%
26	11%	1%	4	-4%	-1%
27	-8%	-5%	-10	5%	0%
28	-4%	-2%	12	1%	0%
29	0%	6%	13	9%	-3%
30	-16%	-1%	7	7%	-2%
31	8%	nt	2	3%	-6%
32	3%	-3%	4	-8%	-10%

More results follow:
no.	structure	FBPA coupling cs	KCNH2 WT inh	GALK inh	MLL CXXC-DNA inh	Giardia kill
33	COc1ccc(C2c3ccc4ccccc4c3Oc3ncn(CCN4CCOCC4)c(=N)c32)cc1OC (stereo not drawn)	0	1	-1%	-4%	15
34	c1ccc2c(CSCc3nc4ccccc4[nH]3)cccc2c1	-2	5	1%	28%	-12
35	CN(c1ccc(C(=O)NCc2cccnc2)cc1)S(=O)(=O)c1ccc(Cl)cc1	nt	8	0%	16%	9
36	Cc1cccc(N(C)C(=O)c2cnn(-c3ccccc3)c2C)c1	-1	2	-6%	-1%	-14
37	CC1CCC(NC(=O)COC(=O)CNC(=O)c2ccc3ccccc3c2)CC1 (stereo not drawn)	nt	-2	nt	nt	27
38	Cn1cc(Cl)c(C(=O)N(Cc2ccccc2)c2ccccn2)n1	0	-1	3%	-2%	-1
39	Cc1ccsc1C(=O)NCC(C)(C)N1CCOCC1	nt	-15	nt	nt	-15
40	O=C(Nc1sc2c(c1C(=O)O)CCCC2)c1cccs1	-13	9	-1%	-7%	1
41	Fc1ccccc1-c1cc2ccccc2cn1	nt	nt	nt	nt	-14
42	Nc1ccc2nn(-c3cccc4ccccc34)nc2c1	-24	-1	-1%	-2%	0
43	S=C(c1ccc[nH]1)N1CCOCC1	-2	-20	-1%	-1%	9

no.	BCR signal inh	TCR activator	TSHR antag	A-T KAP1 phos	Tb PFK block
33	-10%	-8%	-8	10%	1%
34	?	0%	-10	4%	-1%
35	6%	-2%	-2	13%	0%
36	4%	-2%	10	2%	-2%
37	-11%	-5%	-18	6%	-1%
38	1%	-6%	-8	-7%	-15%
39	10%	-1%	13	-2%	4%
40	?	2%	-40	-2%	1%
41	-6%	-4%	1	22%	0%
42	?	9%	-5	10%	0%
43	0%	2%[46.1 µM]	-9	-7%	0%
